# Source: PubChem (several laboratories)
# MC4R barr agon: activates human MC4R beta-arrestin recruitment; P32245; U2OS MC4R beta-arrestin complementation, luminescence; percent of melanotan II response, DMSO zero; activation, % at 8.9 µM; 360,000 compounds, 0.98% hits;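 active = activation above a per-plate cutoff, the mean activation of sample wells on that plate plus 3 SD, cut at about 8% in these data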
# Vif imaging: blocks HIV Vif function | HEK293T cells, Vif self-association by quenched fluorescence, imaging, 24 h | AID 602346 | inhibition, % at 7.49 µM | 340,000 compounds, 0.35% hits; in the data active = inhibition above about 50%, passing the limit was not always enough; inconclusive = no clear call, values can overlap the other calls; inactive = below about 31%; note: some results filed as inactive read as strong as hits
# Glyco luc inh: blocks N-linked glycosylation in D54 reporter cells; D54 ERlucT glycosylation luciferase reporter, 24 h; percent of 100 nM tunicamycin response; reporter increase, % at 12.5 µM; AID 588692; 360,000 compounds, 0.23% hits;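 active = mean luciferase reporter signal, scaled so untreated is 0 and the glycosylation-blocking control 100, at or above a set limit in every replicate; inconclusive = mean reaches the limit but not every replicate does; inactive = mean below the limit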;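 note: luciferase carries N-glycosylation sites so blocking glycosylation raises the light; 0% = median of neutral control wells and 100% = median of 100 nM tunicamycin wells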
# PDI turbidity: PDI (human) enzyme inhibition; inhibition, % at 10 µM; 350,000 compounds, 0.052% hits; P07237; PDI insulin aggregation turbidity, A650, 90 min;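 active = mean inhibition across replicates of 30% or more, whatever share of single replicates reach that level; inconclusive = mean inhibition below 30% while every single replicate reaches 30%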;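 note: absorbance from insulin aggregation driven by PDI reduction with DTT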
# Target sequence (P07237 whole entry, looked up): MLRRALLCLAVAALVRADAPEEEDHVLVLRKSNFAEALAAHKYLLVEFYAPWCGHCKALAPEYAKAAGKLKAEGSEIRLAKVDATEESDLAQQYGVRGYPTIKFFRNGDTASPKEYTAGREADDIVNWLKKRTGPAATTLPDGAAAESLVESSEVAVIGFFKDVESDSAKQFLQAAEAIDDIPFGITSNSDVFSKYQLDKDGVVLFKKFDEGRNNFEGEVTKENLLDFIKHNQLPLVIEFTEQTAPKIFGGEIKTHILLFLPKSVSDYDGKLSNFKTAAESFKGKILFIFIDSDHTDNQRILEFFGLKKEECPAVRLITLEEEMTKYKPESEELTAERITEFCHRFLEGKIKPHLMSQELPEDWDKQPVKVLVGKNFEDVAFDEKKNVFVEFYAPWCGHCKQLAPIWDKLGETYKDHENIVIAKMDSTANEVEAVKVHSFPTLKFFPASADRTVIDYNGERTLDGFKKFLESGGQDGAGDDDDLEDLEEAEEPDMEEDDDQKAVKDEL
# ABCB6 inh 2: human ABCB6 transporter inhibition; fluorescence ratio to DMSO, % at 10 µM; K562-ABCB6 porphyrin accumulation, flow cytometry, 1 h; active compounds read low; AID 602162; Q9NP58; 360,000 compounds, 0.19% hits;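 active = fluorescence ratio to DMSO below 75%, the collection mean minus 3 SD; inconclusive = too few cells collected in the well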;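 note: signal is porphyrin accumulated inside mitochondria; 100% equals median channel fluorescence of DMSO control wells; lower ratio means ABCB6 inhibition with less porphyrin fluorescence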
# aDG glyco act: increases alpha dystroglycan glycosylation | activation, % at 10 µM | 360,000 compounds, 0.22% hits | Pro5-aDG cells, alpha-DG glycosylation AlphaScreen (IIH6); 0% Pro5, 100% B10-LARGE cell signal | AID 624168;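 active = activation of at least 8% versus controls, or a plate z-score of at least 8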;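 note: Pro5 are CHO cells carrying HIG-tagged alpha-DG that lacks glycosylation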
# CaV13 FRET inh: Disruptors of the CACNA1D IQ motif to Ca2+-dependent inactivation inhibitor domain association, primary screening, Förster resonance energy transfer in intact living … | HEK cells, CFP/YFP FRET ICDI-IQ, plate reader, 10 min; percent FRET-ratio fall versus neutral wells | inhibition, % at 12.3 µM | 340,000 compounds, 0.098% hits | AID 743397;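 active = mean replicate inhibition of at least 30% and at least 1% of replicates passing that level; inconclusive = only one of the two criteria is met; inactive = neither criterion is met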;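 note: 0% = median of the neutral control wells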
# MC4R antagonist: human MC4R antagonism in cAMP assay | AID 540295 | 360,000 compounds, 0.48% hits | inhibition, % at 6.5 µM | MC4R-expressing cells, MTII-stimulated cAMP, LANCE TR-FRET | P32245;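 active = inhibition above its plate's cutoff, the mean of tested wells on that plate plus 3 SD, cut at about 29% in these data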;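 note: 0% = Melanotan II alone and 100% = Melanotan II plus saturating MCL0020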
#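 Assay system: U2OS cells stably expressing human melanocortin 4 receptor (MC4R) / Dosing: 6.5 µM / Timing: compound 30 min, challenge 1 h, detection 1 h / Measured by: Eu-cAMP/anti-cAMP TR-FRET, emission 671 nm / Replicates: singlicate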
# H9c2 protect: protects H9c2 cardiomyocytes from peroxide injury | H2O2 injury protection, ATPLite, 2 h | protection from H2O2 cell death, % at 20 µM | 360,000 compounds, 0.63% hits | AID 588492;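 active = compounds giving at least 50% protection of heart cells from peroxide-induced death in the single-dose screen, raw or plate-pattern-corrected value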;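 note: 0% = DMSO wells with peroxide and 100% = DMSO wells without peroxide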
# HTR2A ag: agonists of mouse serotonin 5-HT2A receptor (HTR2A). P35363. CHO-K1 mHTR2A beta-arrestin complementation, luminescence; percent of 30 µM serotonin response. activation, % at 7.6 µM. 360,000 compounds, 0.66% hits;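 active = activation above a run cutoff, the mean activation of all tested compounds plus 3 SD, cut at about 14% in these data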;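 note: 0% = plate median of compound wells and 100% = 30 µM serotonin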
# Target sequence (P35363 whole entry, looked up): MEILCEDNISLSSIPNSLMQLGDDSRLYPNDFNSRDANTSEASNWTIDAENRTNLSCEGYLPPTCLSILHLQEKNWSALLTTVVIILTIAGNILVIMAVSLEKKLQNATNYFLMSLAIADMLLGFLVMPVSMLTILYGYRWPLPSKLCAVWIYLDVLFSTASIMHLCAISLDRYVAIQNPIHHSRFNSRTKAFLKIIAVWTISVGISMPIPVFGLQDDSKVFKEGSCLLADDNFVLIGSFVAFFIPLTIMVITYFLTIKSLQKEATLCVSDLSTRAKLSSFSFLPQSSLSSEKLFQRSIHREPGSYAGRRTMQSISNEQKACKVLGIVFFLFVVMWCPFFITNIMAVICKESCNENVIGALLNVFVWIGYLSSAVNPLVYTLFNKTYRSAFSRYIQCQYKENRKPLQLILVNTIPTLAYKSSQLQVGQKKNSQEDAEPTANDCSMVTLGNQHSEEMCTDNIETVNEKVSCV
# The depositor's hits bear a star; u = inconclusive; x = no result given.
SMILES,MC4R barr agon,Vif imaging,Glyco luc inh,PDI turbidity,ABCB6 inh 2,aDG glyco act,CaV13 FRET inh,MC4R antagonist,H9c2 protect,HTR2A ag
O=C1CCN(CCCc2ccccc2)CCN1[C@H](CO)c1ccccc1,1.0,-3,0,4,94,0.0,-6,1,1,-4
O=C(NNc1nc(-c2ccccc2)cs1)c1cccs1,0.9,-1,1,-2,95,-0.6,-4,11,3,-1
CC(C)(C)c1ccc(/C=C2\SC(=O)N=C2N)cc1,-0.5,-1,4,8,94,-0.2,-7,-2,-7,0
CCn1cc([N+](=O)[O-])c(C(=O)Nc2ccc3c(c2)OCCO3)n1,-1.6,-1,-6,-7,103,0.0,x,-2,-7,0
COCCNC(=S)NCc1cccs1,-2.8,-3,1,-1,94,-0.1,2,-2,25,3
Cc1ccccc1NC(=O)CSc1nnc(-c2ccccn2)o1,-1.5,6,0,-10,98,0.0,-2,14,-3,2
COc1ccc(NC2CCCN(C(=O)c3ccncc3)C2)cc1 (centres undefined),0.1,-1,1,-2,107,-0.2,-2,-3,-2,3
CCOc1ccc(N2C(=O)c3ccccc3C2O)cc1 (centres undefined),-0.3,5,-3,x,101,-0.3,12,15,-5,1
CN1C(=O)N(C)C2(c3ccccc3)Nn3c(s/c(=C/c4ccccc4)c3=O)=NC12c1ccccc1 (centres undefined),0.0,5,-1,0,90,0.0,x,7,1,8
NC(=S)N/N=C/c1c[nH]c2ccccc12,-0.6,-4,-1,10,103,0.0,-7,-6,1,2
COc1ccc2c(c1)oc1c(SCc3nc4ccccc4[nH]3)nc(C)nc12,-1.2,0,-2,0,87,0.0,-11,5,-9,-6
CC1CC(C)CN(C(=O)c2cccc(S(=O)(=O)Nc3cc(C(F)(F)F)ccc3Cl)c2)C1 (centres undefined),0.2,0,-1,14,95,0.5,-13,8,-5,4
CCc1cc2ccc(C)cc2nc1SCC(=O)Nc1cc(C)on1,6.6,4,-6,-1,97,-0.2,-10,6,-7,-3
COc1ccc2oc(=O)c(NC(=O)C3CCCCC3)cc2c1,-1.3,4,4,-3,92,0.2,-11,7,0,0
CCN(CC(=O)Nc1cc(Cl)ccc1C)C(=O)CCc1nc2ccccc2c(=O)[nH]1,0.8,5,1,27,91,-0.1,-14,0,69*,3
COc1ccc(/C=N/NC(=O)c2nc(-c3ccccc3)cc(-c3ccccc3)n2)cc1O,4.2,2,u,-12,95,-0.5,-3,25,51*,4
COc1ccccc1C(CNC(=O)COc1cc(C)ccc1Cl)N1CCCC1 (centres undefined),-3.2,-3,-4,-4,101,0.3,-6,3,-5,-8
COc1ccc(C(=O)C2CCCN(S(=O)(=O)c3cccc(C)c3)C2)c(C)c1 (centres undefined),-2.8,-3,-3,-3,101,0.0,x,3,-8,-4
Cc1ccccc1NS(=O)(=O)c1ccc(N2CCCC2=O)cc1,-1.2,17,13,6,103,-0.2,-6,-16,0,-1
O=C(CCNC(=O)C1CCN(S(=O)(=O)c2ccc(F)cc2)CC1)NCCc1ccc(Cl)cc1,-0.5,-3,1,3,92,0.2,-7,10,-3,10
c1ccc2[nH]c(SCc3cn4ccccc4n3)nc2c1,0.7,-8,2,2,94,0.0,-7,8,5,-2
COc1cc([N+](=O)[O-])cc(/C=N/N(CCC#N)C(C)=O)c1O,-1.5,-4,0,-3,106,-0.4,-2,-2,6,-2
CCn1cc(CCC(=O)NCCN2CCOCC2)c2ccccc21,-1.1,-5,2,6,106,0.0,-5,-1,4,6
CC(C)c1ccc(NC(=O)COC(=O)C2CC3C=CC2C3)cc1 (centres undefined),6.2,-4,4,12,95,0.1,-4,6,-2,-2
CCN(CC)CCNC(=O)Cn1nc(-c2ccc(C)cc2)ccc1=O,-1.0,13,0,-4,98,-0.1,x,-2,-4,-3
CCc1cccc(OCC(=O)Nc2ccc(S(=O)(=O)N3CCCC3)cc2)c1,-4.3,6,-3,-2,97,-0.1,-5,4,-6,12
COc1cccc(NC(=O)COc2coc(CN3CCN(c4ccccc4)CC3)cc2=O)c1,0.4,-2,-1,-10,92,0.3,-1,3,2,-1
CCOC(=O)N1CCN(C(=O)COc2ccc(Cl)cc2C)CC1,0.2,-2,-2,15,92,0.2,-3,-2,3,4
COc1cccc(C(=O)NCCS(=O)(=O)N2CCC(C)CC2)c1,-1.2,13,1,11,98,-0.2,-5,0,-4,14*
CCN(CCc1ccccc1)c1ccc2c(c1)C1CC2CCN1C(=O)OCc1ccccc1 (centres undefined),0.4,9,-2,-11,101,-0.3,-6,3,-6,-5
COc1ccc(-n2c(CNC(=O)COc3ccc(Cl)cc3Cl)n[nH]c2=S)cc1,0.7,-1,0,6,92,-0.1,5,-8,1,4
COc1ccc(-c2cc3c(=O)n(CC(=O)NCc4ccccc4F)ncn3n2)cc1,0.5,-3,1,x,104,-0.2,-6,13,-5,-5
O=C(NCc1ccccc1)c1noc2c1CCCCC2,0.3,0,0,-3,99,-0.2,-9,4,-1,2
CCOC(=O)Cn1c(N2CCCCCC2)nc2c1c(=O)[nH]c(=O)n2C,0.1,17,2,-11,105,-0.1,x,-6,-6,6
COc1cc(C(=O)N2CCN(c3ncnc4sc(C)c(C)c34)CC2)cc(OC)c1OC,-1.5,-18,0,7,96,1.2,-6,5,-17,6
O=C(NCCSc1ncc(-c2ccc(F)cc2)[nH]1)c1ccc2c(c1)OCO2,-0.1,-1,1,-5,100,0.5,-15,16,1,-3
CCCCn1c(SCC(=O)Nc2nccs2)nc2ccccc2c1=O,6.8,16,-5,-1,98,3.4,-6,3,-3,-3
Cc1cccc(C2=N/C(=C\c3cccnc3)C(=O)O2)c1,0.8,-1,1,1,68*,0.1,x,16,27,0
Cc1ccc(CCNC(=O)CN2C(=O)COc3ccccc32)cc1,0.5,1,-1,-7,101,0.1,-15,1,1,-1
CCc1nc(NC(C)(C)C)c2cnn(-c3ccccc3)c2n1,1.0,-6,-4,-31,101,0.5,-17,7,-8,1
Cc1cc(C(=O)N2CCN(c3ncccn3)CC2)cs1,0.8,3,0,6,96,-0.2,-9,14,2,6
O=C(OCc1ccccc1F)c1ccc2c(c1)OCCO2,1.1,x,-2,-7,87,0.0,-5,2,-16,-4
COc1ccc(S(=O)(=O)N/N=C(/C)c2cccc(NC(=O)c3ccccc3Cl)c2)cc1,-0.3,-6,-2,-6,104,-0.3,-7,4,-4,-1
COc1ccc(N(CC(=O)Nc2cccc(SC)c2)S(C)(=O)=O)cc1Cl,-0.6,-17,-1,7,90,0.0,-5,0,-19,-4
Cc1ccc(NS(=O)(=O)c2c(C(=O)N3CCOCC3)c(C)n(C)c2C)cc1C,0.0,3,-1,-4,91,-0.1,-15,0,-2,1
CC(=O)Nc1ccc(OCCOc2ccccc2C(C)=O)cc1,-0.7,14,-2,-4,90,0.0,-7,0,2,8
Cc1ccc(C2CC(=O)NC(SCc3ccccc3)=C2C#N)cc1 (centres undefined),0.9,10,-1,3,100,0.0,-4,-2,1,-2
CC(=O)C1=C(S(=O)(=O)c2ccc(C)cc2)CS(=O)(=O)C1,-2.0,-1,9,0,104,-0.6,-4,2,-14,0
CCOC(=O)N1CCN(Cc2nc(N)nc(Nc3ccc(OC)cc3)n2)CC1,-3.0,-5,0,1,100,0.0,-7,1,2,-4
CCc1nc2ccc(C(=O)NCCc3c[nH]c4ccccc34)cn2c1N(C=O)CCC(C)C,0.2,0,64*,6,95,0.0,38*,4,23,0
Cc1nc(SCC(=O)Nc2ccccc2Cl)c2c(C)c(C)sc2n1,4.0,-6,-6,-6,94,-0.1,-3,6,3,3
Cc1ccc2c(c1)NC(=O)C(CC(=O)NCc1ccc(F)cc1)O2 (centres undefined),-0.7,4,1,x,103,-0.1,-1,0,-13,-5
CCCN(CCC)S(=O)(=O)c1nc2nc(C)cc(C)n2n1,-0.6,-2,1,-4,99,0.0,-8,0,7,2
O=C(CSc1nnc(CNc2ccc(F)cc2)n1Cc1ccco1)NC1CC1,-0.9,3,0,-2,92,0.4,-4,6,0,-1
Cc1cnc(C(=O)NCC(=O)Nc2ccccc2Br)cn1,-3.6,-5,-3,-2,100,-0.1,-4,0,0,6
O=C(COC(=O)/C=C/c1ccc(Cl)cc1)Nc1ccccc1-c1ccccc1,-1.4,-11,1,0,100,0.0,-6,1,-8,6
Cc1onc(-c2ccccc2)c1C(=O)N1CCCC(C(F)(F)F)C1 (centres undefined),-2.8,-2,1,1,103,-0.4,-10,7,2,-3
CCn1c(C)nc2cc(C(=O)NN=Cc3ccc([N+](=O)[O-])cc3)ccc21,-1.0,6,0,1,97,-0.3,-3,-2,11,10
CCCc1nc(SCC(=O)Nc2nnc(SCC)s2)c2c(=O)n(C)c(=O)n(C)c2n1,0.1,-5,-6,x,94,0.2,-5,10,-22,7
CC(CCN1CCN(CCO)CC1)c1ccccc1 (centres undefined),0.7,-3,0,-1,101,0.0,-1,15,0,2

# Structures shown so far that contain a furan ring, fused or not, in the order listed:
SMILES,MC4R barr agon,Vif imaging,Glyco luc inh,PDI turbidity,ABCB6 inh 2,aDG glyco act,CaV13 FRET inh,MC4R antagonist,H9c2 protect,HTR2A ag
COc1ccc2c(c1)oc1c(SCc3nc4ccccc4[nH]3)nc(C)nc12,-1.2,0,-2,0,87,0.0,-11,5,-9,-6
O=C(CSc1nnc(CNc2ccc(F)cc2)n1Cc1ccco1)NC1CC1,-0.9,3,0,-2,92,0.4,-4,6,0,-1

# Additional entries
SMILES,MC4R barr agon,Vif imaging,Glyco luc inh,PDI turbidity,ABCB6 inh 2,aDG glyco act,CaV13 FRET inh,MC4R antagonist,H9c2 protect,HTR2A ag
CC1CCc2cc(F)ccc2N1C(=O)CSc1nnc(-c2cccs2)n1C (centres undefined),1.1,-6,-2,4,91,0.5,-6,14,-3,11
CCOc1cccc(-c2nnc3sc(-c4ccco4)nn23)c1,0.5,5,-2,-65,84,-0.2,-4,-2,-1,-1
CC(C)CN(C(=O)C1COc2ccccc2O1)c1c(N)n(CC(C)C)c(=O)[nH]c1=O (centres undefined),-1.0,-1,0,1,104,-0.1,-3,7,-3,-3
O=C(NN1C(=O)c2ccccc2C1=O)C1C2CCCCC21 (centres undefined),-1.6,-4,-2,6,98,-0.2,-2,3,2,-4
CC(C)CNC(=O)c1ccccc1NC(=O)c1ccc(CSc2ccccc2)cc1,-1.4,-3,-7,-3,103,-0.1,-3,1,-6,-2
CC(C)OC(=O)CC(=O)CSc1nc2c(c(-c3cccs3)c1C#N)CCC2,-2.1,0,0,7,102,0.1,-18,13,-1,-3
CCN(c1ccc(OC)cc1)S(=O)(=O)N1CCCC(C(=O)NC(C)c2ccccc2)C1 (centres undefined),-0.3,-2,1,x,96,-0.1,-4,7,-3,5
COc1ccc(C(=O)NCCn2cc(SCC(=O)NCC3CCCO3)c3ccccc32)cc1OC (centres undefined),0.7,-1,-1,5,98,0.2,-3,3,9,2
